TrxR1 substrate = rat thioredoxin reductase 1 substrate activity; purified TrxR1 substrate turnover, NADPH consumption readout; Potency, µM (top dose mostly 114 µM), without a hit: at the highest dose activity change, negative = substrate turnover; 390,000 compounds, 0.01% hits; AID 588456; also: potency is read from the fitted curve at half-maximal effect; % is scaled to controls: 0 for no effect and ±100 for the full control effect; nearly all actives have a fitted effect of over 50% in size
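Rat TrxR1, dispensed at 90 nM, was prereduced with 400 uM NADPH (final) for 5 min at ~22 deg C, then incubated with compound 15 min before 400 uM selenite. A first-read NADPH fluorescence drop versus no-compound background flagged substrates.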
TrxR1 inh = blocks rat thioredoxin reductase 1; O89049; recombinant rTrxR1, NADPH fluorescence consumption, selenite substrate; Potency, µM (highest dose often 114 µM), for the others: at the highest dose activity change, negative = inhibition, hits mostly inhibitors; 390,000 compounds, 1% hits; AID 588453; also: potency is read from the fitted curve at half-maximal effect; % is scaled to controls: 0 for no effect and ±100 for the full control effect; nearly all actives have a fitted effect of over 65% in size
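Rat TrxR1 (90 nM in the dispensed reagent) was pre-reduced with 400 uM NADPH for 5 min at room temperature, then incubated with compound for 15 min. After 400 uM selenite was added, NADPH fluorescence (Ex 340/Em 450 nm) was followed for 8 min.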
Vif-A3F inh = inhibitors of Vif-A3F interaction | HeLa A3F-eYFP + Vif (tagged APOBEC3F with the HIV-1 protein that degrades it), YFP fluorescence increase | Potency, µM (series often up to 46.1 µM), for the others: at the top dose activity, negative = active | 390,000 compounds, 0.2% hits | AID 602313; also: potency is read from the fitted curve at half-maximal effect; % of control where 0% means no effect; nearly all actives have a fitted effect of over 65% in size
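Fluorescence increase (Ex 488/Em 500-530) after overnight compound treatment at 37 deg C flags inhibition of Vif-driven A3F-eYFP loss in stable HeLa A3F-eYFP/Vif cells seeded overnight beforehand.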
USP1 inh = USP1/UAF1 (human) deubiquitinase inhibition. O94782. recombinant USP1/UAF1, Ub-Rhodamine cleavage fluorescence. Potency, µM (titrated, usually from 57.1 µM), inactives show at the highest dose activity change, negative = inhibition, usual class: inhibitors. 390,000 compounds, 0.23% hits; also: potency is read from the fitted curve at half-maximal effect; % is scaled to controls: 0 for no effect and ±100 for the full control effect; nearly all actives have a fitted effect of over 60% in size; inactives centre near -12
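1 nM enzyme complex + cpd, 15 min RT; start with Ub-Rho 150nM final; kinetic fluorescence ex 480/em 540, 6 reads q60 s. Buffer 50mM HEPES pH 7.8, 0.5mM EDTA, 0.1 mg/ml BSA, 1mM TCEP, 0.01% Tween-20.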
IDH1 R132H inh = blocks human mutant IDH1 R132H enzyme. AID 602179. Potency, µM (titrated, usually from 76.6 µM), for the others: top-dose activity change, negative = inhibition, most hits filed as inhibitors. O75874. IDH1-R132H enzyme, NADPH consumption, diaphorase/resazurin fluorescence. 390,000 compounds, 0.093% hits; also: potency is read from the fitted curve at half-maximal effect; % is scaled to controls: 0 for no effect and ±100 for the full control effect; nearly all actives have a fitted effect of over 65% in size
Target sequence (O75874 whole entry R132H, stated change not applied): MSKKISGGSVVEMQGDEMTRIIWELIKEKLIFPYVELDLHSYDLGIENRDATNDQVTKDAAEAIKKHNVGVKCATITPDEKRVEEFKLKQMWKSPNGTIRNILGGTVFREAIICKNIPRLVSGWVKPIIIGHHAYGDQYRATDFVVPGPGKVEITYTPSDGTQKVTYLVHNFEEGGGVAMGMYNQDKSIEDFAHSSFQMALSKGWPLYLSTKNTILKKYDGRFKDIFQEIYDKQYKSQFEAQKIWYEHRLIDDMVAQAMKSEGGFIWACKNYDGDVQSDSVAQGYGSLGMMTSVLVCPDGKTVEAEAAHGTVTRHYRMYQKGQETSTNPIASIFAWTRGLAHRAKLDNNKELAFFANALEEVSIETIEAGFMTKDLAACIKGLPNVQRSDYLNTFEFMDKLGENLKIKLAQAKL
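IDH1-R132H (0.5 ug/mL dispensed) in pH 7.5 Tris buffer was preincubated 30 min with compound, then given a substrate mix of 0.016 mM NADPH and 2 mM alpha-KG for 80 min at room temperature; remaining NADPH was read by diaphorase/resazurin fluorescence.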
LDHA block = inhibitors of human lactate dehydrogenase A; P00338; purified LDHA, NADH/diaphorase-resazurin fluorescence; stronger effect = lower value; activity change, % (values are at about 110 or 230 µM); 480,000 compounds, 0.15% hits; in the data active = activity change below about -30%; inconclusive = mostly about -25% to -30%;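 also: plate controls were DMSO wells for no effect and wells without enzyme for full effect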
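Enzyme activity of human lactate dehydrogenase 5 (2 nM; 0.06 mM NADH, 0.2 mM pyruvate, 5 min, RT) is measured via a resazurin/diaphorase fluorescence readout of residual NADH.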
GRP78 ERSR act = ER stress response induction in glioma. U87-MG GRP78 promoter luciferase reporter, 16 h. Potency, µM, without a hit: at the highest dose activation, actives largely listed as activators. 420,000 compounds, 0.02% hits; also: potency is read from the fitted curve at half-maximal effect; series mostly up to about 76 µM; % of control where 0% means no effect; nearly all actives have a fitted effect of over 35% in size
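Stably transfected U87-MG glioma cells carrying a GRP78-based luciferase sensor; 16 h compound incubation. Luminescence end-point read 10 min after Bright-Glo addition at room temperature.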
RGS4 inhibitor = blocks human RGS4-accelerated GTP hydrolysis; P49798; Transcreener GDP fluorescence polarization, RGS4-accelerated GTP hydrolysis; Potency, µM (titrated, usually from 114 µM), inactives show at the highest dose activity change, negative = inhibition, hits mostly inhibitors; 390,000 compounds, 0.039% hits; AID 504845; also: potency is read from the fitted curve at half-maximal effect; % is scaled to controls: 0 for no effect and ±100 for the full control effect; nearly all actives have a fitted effect of over 75% in size; some results filed as inactive show a strong effect at the top dose
Target sequence (P49798 whole entry, looked up): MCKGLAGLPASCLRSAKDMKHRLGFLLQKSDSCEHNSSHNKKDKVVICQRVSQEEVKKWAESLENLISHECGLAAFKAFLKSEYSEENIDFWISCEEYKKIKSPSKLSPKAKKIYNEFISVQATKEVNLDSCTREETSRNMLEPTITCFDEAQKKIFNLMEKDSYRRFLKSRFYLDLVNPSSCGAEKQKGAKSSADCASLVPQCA
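MLSMR compounds (23 nl, pin-transferred) preincubated 10 min at room temperature with a 500nM (2x) first reagent, then RGS4 at 900nM (2x) plus Transcreener GDP mix added; fluorescence polarization (620/688 nm) read before and after 90 min at 30 °C.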
Vif-APOBEC3G blk = inhibitors of Vif-APOBEC3G interaction. HeLa A3G-eYFP + Vif (tagged APOBEC3G with the HIV-1 protein that degrades it), YFP fluorescence, overnight. Potency, µM (series often up to 46.1 µM), without a hit: at the top dose activity, negative = active, usual class: inhibitors. 410,000 compounds, 0.076% hits. AID 602310;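 also: potency is read from the fitted curve at half-maximal effect; % is scaled to controls: 0 for no effect and ±100 for the full control effect; nearly all actives have a fitted effect of over 60% in size; hits raise eYFP signal because A3G escapes Vif-driven loss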
Target sequence (Q9HC16 whole entry, looked up): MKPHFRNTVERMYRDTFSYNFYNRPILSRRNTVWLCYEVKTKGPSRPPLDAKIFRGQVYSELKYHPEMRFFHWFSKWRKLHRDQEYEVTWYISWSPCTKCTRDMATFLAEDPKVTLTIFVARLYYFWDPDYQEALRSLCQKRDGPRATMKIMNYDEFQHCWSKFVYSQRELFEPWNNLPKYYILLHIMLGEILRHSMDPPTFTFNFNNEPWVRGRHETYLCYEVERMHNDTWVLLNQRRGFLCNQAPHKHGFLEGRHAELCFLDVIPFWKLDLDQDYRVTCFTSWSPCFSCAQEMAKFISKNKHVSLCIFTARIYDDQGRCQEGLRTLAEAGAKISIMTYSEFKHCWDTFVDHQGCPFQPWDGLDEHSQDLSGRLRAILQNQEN
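HeLa cells stably expressing Vif and C-terminally eYFP-tagged A3G, seeded overnight at 37 deg C, then exposed to compound by pintool overnight at 37 deg C. Rise in yellow fluorescence (Ex 488/Em 500-530, Acumen) marks blocked Vif-driven A3G degradation.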
An asterisk follows results filed as active; u = inconclusive; x = not tested or not shown; & = joins results of further samples; [ ] = another dose, or the depositor's remark. Unless noted, calls follow the shape of the dose curve; as a rule, active = well fitted curve in the direction sought with a large enough effect; inconclusive = small, poorly fitted or top-dose-only effect, or another doubt; inactive = no such curve, though single readings can be large; an effect the other way counts as inactive or inconclusive.

SMILES	TrxR1 substrate	TrxR1 inh	Vif-A3F inh	USP1 inh	IDH1 R132H inh	LDHA block	GRP78 ERSR act	RGS4 inhibitor	Vif-APOBEC3G blk
O=C(Nc1cccc(C(=O)O)c1)Nc1cccc2ccccc12	7%	10%	0%	-24%	-2%	0	-11%	-9%	5%
Nc1nc(SCc2ccc(Br)cc2)c2ncn(C3OC(CO)C(O)C3O)c2n1 (stereo not drawn)	-5%	-3%	-7%	-13%	-2%	-3	1%	-8%	-4%
COc1ccc(NC(=O)C(C)n2nnc3sc(-c4ccccc4)cc3c2=O)cc1Cl (stereo not drawn)	-3%	22%	x	2%	x	-4	x	u	x
COc1cccc(NC(=O)N2CCC(NC(=O)C(Cc3cccc(C)c3)NC(C)=O)CC2)c1 (stereo not drawn)	-3%	-4%	-3%	-28%	0%	1	u	-8%	2%
COc1ccc(N=Cc2c(O)ccc3ccccc23)cc1	-6%	3%	0%	u	14%	-5	-7%	u	-1%
CCOC(=O)CC(=O)CSc1ncc(C(=O)OCC)c(N)n1	-11%[57.1 µM]	-15%[57.1 µM]	10%	-17%	12%	1	-2%	-2%	-1%
CC1(NC(=O)/C=C/c2nc3ccccc3s2)CCS(=O)(=O)C1 (stereo not drawn)	3%	9%	0%	-22%	1%	-3	-1%	-12%	0%
O=C(CCS(=O)(=O)c1cccc2nonc12)N1CCOCC1	24%[57.1 µM]	-12%[57.1 µM]	6%	-13%	6%	1	-1%	-27%	1%
CCc1ccc(NC(=O)CSc2nc3c([nH]c4ccccc43)c(=O)n2-c2ccc(C)cc2)cc1	-6%[57.1 µM]	-20%[57.1 µM]	-8%	u	-2%	-9	0%	4%	-1%
COc1cc(C(=O)Nc2cccc(-c3nnc(-c4ccco4)o3)c2)ccc1OC(C)=O	10%[57.1 µM]	19%[57.1 µM]	-16%	-9%	-5%	-5	-3%	-3%	-17%
Cc1cc(C)n2nc(C(=O)Nc3ccc4c(c3)OCO4)nc2n1	8%[57.1 µM]	16%[57.1 µM]	1%	0%	1%	2	3%	-18%	0%
CC1=C(C(=O)OCC2CCCO2)C(c2ccccc2Cl)NC(=O)N1 (stereo not drawn)	3%	8%	-5%	-24%	6%	-7	-1%	-2%	2%
Cc1ccc(/C=C/C(=O)N2CCc3ccccc32)o1	-5%	3.2µM*	8%	11%	-1%	-2	-5%	u	-41%
Nc1c(Cl)cc(-c2cn(CCC(=O)O)c(-c3ccncc3)n2)cc1Cl	2%	8%	5%	-31%	-14%	-2	-1%	-4%	2%
Cc1ccc2c(c1)[nH]c1c(=O)n(Cc3ccco3)cnc12	1%	6%	1%	-31%	0%	-5	4%	-28%[11.4 µM]	-1%
Cc1ccc(C)c(S(=O)(=O)Nc2ccc(O)c(Sc3ncn[nH]3)c2)c1	4%	u	1%	u	-8%	2	-8%	2%[11.4 µM]	0%
CCOC(=O)C1CCN(C(=O)c2ccco2)CC1	7%[57.1 µM]	8%[57.1 µM]	2%	-9%	8%	-7	-4%	-22%	0%
Cn1c(=O)c2c(ncn2Cc2cc(-c3ccccc3)no2)n(C)c1=O	-10%	13%[57.1 µM]	8%	-13%	-5%	-8	-2%	-8%	-6%
CCC(=O)NCc1ccc(-c2nc3ncccc3o2)cc1	45%[activator]	20%	1%	-22%	1%	-5	u	-7%	-1%
CC(=O)N1c2ccc(S(=O)(=O)N3CCCC3C(=O)Nc3ccc(C)cc3)cc2CC1C (stereo not drawn)	-1%[57.1 µM]	-8%[57.1 µM]	0%	-1%	2%	2	4%	-10%	0%
Cc1ccc(/C=c2\sc3nc(-c4cccnc4)nn3c2=O)cc1	-8%	u	-8%	-21%	-1%	2	1%	u	-1%
O=C(O)c1ccccc1-c1nc2ccccc2[nH]1	7%[57.1 µM]	12%[57.1 µM]	2%	-11%	-4%	-6	-4%	-2%	-4%
CC1Oc2ccccc2C(=O)N(CC(=O)c2ccc3c(c2)OCCO3)C1=O (stereo not drawn)	-2%	26%	-9%	-25%	-9%	-5	-4%	-2%	3%
O=[N+]([O-])c1cc(S(=O)(=O)Nc2ccccc2)ccc1NCc1cccnc1	-1%	10%	-5%	-17%	5%	2	-5%	-12%	-8%
Cc1ccc(-c2nc(CS(=O)(=O)CC(=O)Nc3cc(F)ccc3F)c(C)o2)cc1	-3%[57.1 µM]	6%[57.1 µM]	2%	-10%	-1%	-8	1%	9%	0%

Later entries:
SMILES	TrxR1 substrate	TrxR1 inh	Vif-A3F inh	USP1 inh	IDH1 R132H inh	LDHA block	GRP78 ERSR act	RGS4 inhibitor	Vif-APOBEC3G blk
CCn1cc([N+](=O)[O-])c(C(=O)N2N=C(c3ccccc3)CC2c2ccc([N+](=O)[O-])cc2)n1 (stereo not drawn)	-7%	2%	1%	-11%	0%	-2	4%	-27%	-6%
C=C1C=C(C)n2ncc(C(=O)Nc3ccccc3C(=O)OC)c2N1	0%	0%	x	x	x	-6	-4%	x	-3%
Cc1cc(C)n(-c2nc3ccccc3nc2N2CCOCC2)n1	2%	6%	0%	-28%	6%	-2	-1%	16%	1%
Brc1cccc[n+]1C/C=C/C[n+]1ccccc1Br	7%	u	x	x	x	0	-3%	x	2%
CCSc1nnc(NC(=O)c2ccc(F)c(S(=O)(=O)N3CCOCC3)c2)s1	-8%	-1%	-3%	-18%	1%	-8	1%	-6%	1%
CC(C)(C)n1nc2c(c1NC(=O)Cc1cccc3ccccc13)CS(=O)C2 (stereo not drawn)	4%	30%	1%	-5%	10%	-2	-6%	-14%	-2%
CCCCOc1ccc(N2C(=O)C(C)CNC2=S)cc1 (stereo not drawn)	4%[11.4 µM]	1%[11.4 µM]	16%	-6%	-2%	-8	1%	-7%	2%
COc1ccc(C(=O)c2coc3ccc(O)cc23)cc1	-7%	14%	4%	-8%	-8%	-17	-1%	21%	0%
COC(=O)c1sc(NC(=O)c2ccco2)nc1C	-2%	-16%	-4%	-29%	0%	-9	4%	1%	-10%
O=C(COc1ccc(Cl)cc1)OCC(=O)N1CCOCC1	2%	2%	-3%	-15%	5%	-3	-7%	31%	-3%
CCOc1ccc2nc(NC(=O)C3CCN(c4cnccn4)CC3)sc2c1	6%	-26%	1%	-14%	-1%	-3	2%	35%	-1%
CCc1c(C)nc(N)c(C#N)c1-c1ccccc1	5%[57.1 µM]	-20%[57.1 µM]	2%	-24%	13%	-9	-4%	9%	4%
COc1ccc(C(=O)COC(=O)c2ccc(-n3cnnn3)cc2)c(OC)c1	-2%[57.1 µM]	14%	-13%	-4%	-7%	-13	-5%	5%	-3%
COC(=O)Cn1c(=O)c2c(n(Cc3ccccc3)c1=O)N/C(=C/c1ccc(Br)cc1)C2=O	-10%	-14%	u	u	4%	-9	0%	24%	u
NC(=O)c1nsc(C(=O)N(CC(=O)NC2CCCC2)Cc2ccc3c(c2)OCO3)c1N	5%&-15%	4%&-21%	-3%	7%	3%	-6&-7	-3%&-1%	12%	1%&-3%
O=c1[nH]c2ccccc2nc1C(F)(F)C(F)F	26%	13%	-4%	-11%	-3%	-4	-2%	12%	-1%
Cc1noc(C)c1C(=O)Nc1ccc(N(C)C)cc1	8%	20%	5%	u	13%	9	-2%	-41%	1%
CCSc1nnc(NC(=O)CSc2nnc(CNC(=O)c3ccc(OC)c(OC)c3)o2)s1	-9%	-9%	0%	2%	2%	-3	-2%	11%	-1%
CCC(=O)Nc1ccc(C(=O)COC(=O)C(CCSC)NC(=O)COc2ccccc2)cc1 (stereo not drawn)	-5%	-6%	10%	-16%	-10%	-7	-3%	-1%	2%
Cc1cc(C)nc(SCc2ccc(C(=O)N/N=C/c3ccccc3C(=O)O)cc2)n1	6%[57.1 µM]	12%[57.1 µM]	4%	-25%	3%	-5	-5%	7%	0%
Cc1cccc2cc(C#N)c(SCc3nnc(-c4ccccc4[N+](=O)[O-])o3)nc12	-14%	-8%	-6%	-5%	7%	-5	0%	4%	1%
Cn1cc(CCC(=O)NC2CC(C)(C)Cc3c2cnn3-c2ccc(F)cc2)cn1 (stereo not drawn)	7%	0%	4%	-8%	8%	-1	-4%	11%	1%
CCN(c1ccccc1)C1SC(=O)N(c2ccccc2)C1=O (stereo not drawn)	-1%	9%	x	x	x	-3	x	31%	x
O=C1OCCN1CCN(CN1C(=O)CCC1=O)CN1C(=O)CCC1=O	0%[0.457 µM]	4%	0%	-18%	6%	-2	-5%	2%	1%
Cc1cc(NC(=O)c2sc3ccccc3c2O)no1	456%[activator]	64%[activator]	-3%	-26%	13%	-4	-3%	-6%	-11%
COc1ccc(/C=C/C(=O)OCC(=O)NCc2ccccc2Cl)cc1OC	11%[57.1 µM]	-5%[11.4 µM]	6%	-17%	10%	-2	0%	-44%	-8%
CCOc1ccc(N(C(=O)c2ccc(C)cc2)S(=O)(=O)c2ccc3c(c2)n(C)c(=O)n3C)cc1	-5%	5%	x	-12%	x	2	x	8%	x
O=C1OCCC1(c1ccccc1)c1ccccc1	1%[57.1 µM]	6%[57.1 µM]	10%	-4%	-3%	-7	-4%	-1%	0%

Only part of the results is shown; the hit share may differ from the screen's.
